Screens: PubChem, National Center for Advancing Translational Sciences (NCATS)
Apoferritin bind – binds horse apoferritin like a general anesthetic; 350,000 compounds, 0.074% hits; P02791; apoferritin/1-aminoanthracene competitive binding, fluorescence; Potency, µM (highest dose often 77.5 µM), without a hit: at the highest dose activity change, negative = displacement, hits mostly inhibitors; note: potency is the fitted concentration of half-maximal effect; % is set by controls: 0 for no effect and ±100 for the full control effect; nearly all actives have a fitted effect of over 20% in size
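10 uM apoferritin + 50% sat. 1-AMA, PBS; cpd 10 min RT; Ex380/Em535 endpoint; normalized to free probe vs complex; 4-param Hill fit; propofol titration as pos. ctrl.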
POLH inh – inhibitors of human DNA polymerase eta; Q9Y253; recombinant Pol eta, fluorescent DNA replication assay; Potency, µM (series often up to 114 µM), for the others: top-dose activity change, negative = inhibition, hits mostly inhibitors; 390,000 compounds, 1.2% hits; AID 588591; note: potency is the fitted concentration of half-maximal effect; % is set by controls: 0 for no effect and ±100 for the full control effect
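Fluorescent replication assay: 50 nM final substrate added after a 15 min room-temperature compound preincubation with 10 nM enzyme. Signal taken at 0 min and again at 10 min.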
APEX1 inh – blocks human APE1 abasic DNA cleavage; recombinant APE1, TAMRA/BHQ-2 abasic DNA cleavage fluorescence; P27695; Potency, µM (series often up to 65.8 µM), without a hit: top-dose activity change, negative = inhibition, usual class: inhibitors; 350,000 compounds, 0.35% hits;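 note: potency is the fitted concentration of half-maximal effect; plate controls were vehicle for no effect and reference inhibitor for full effect; nearly all actives have a fitted effect of over 55% in size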
Target sequence (P27695 whole entry, looked up): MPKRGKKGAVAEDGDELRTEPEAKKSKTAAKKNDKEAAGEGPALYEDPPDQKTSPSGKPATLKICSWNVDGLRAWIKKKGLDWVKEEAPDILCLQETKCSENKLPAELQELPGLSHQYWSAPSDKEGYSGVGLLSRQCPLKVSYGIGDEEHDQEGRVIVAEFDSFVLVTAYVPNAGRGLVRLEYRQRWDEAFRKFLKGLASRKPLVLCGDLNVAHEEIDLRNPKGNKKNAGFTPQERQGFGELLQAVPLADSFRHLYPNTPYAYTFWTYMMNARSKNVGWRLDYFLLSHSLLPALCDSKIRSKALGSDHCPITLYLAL
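Compound pre-exposure to 0.75 nM APE1, 15 min at ambient temperature. Reaction initiated with 50 nM TAMRA/BHQ-2 THF substrate, read immediately in kinetic mode, 525 nm excitation, 598 nm emission.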
LDHA inh – blocks human lactate dehydrogenase A; purified LDHA, NADH/diaphorase-resazurin fluorescence; active compounds read low; activity change, % (values are at about 110 or 230 µM); 480,000 compounds, 0.15% hits; AID 1347041; in the data active = activity change below about -30%; inconclusive = mostly about -25% to -30%;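 note: plate controls were DMSO wells for no effect and wells without enzyme for full effect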
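LDH5 2 nM; NADH 0.06 mM, pyruvate 0.2 mM; 200 mM Tris pH 7.4, EDTA, Tween-20; 5 min RT. Detection: diaphorase 0.133 mg/mL + resazurin 37 µM, fluorescence ex540/em590 at 0 and 20 min; normalized to enzyme-free and DMSO wells.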
Pol beta inh – inhibitors of human DNA polymerase beta; P06746; Pol beta primer extension/strand displacement, fluorescence kinetic; Potency, µM (titrated, usually from 114 µM), for the others: at the top dose activity change, negative = inhibition, most hits filed as inhibitors; 340,000 compounds, 1.3% hits; AID 485314; note: potency is the fitted concentration of half-maximal effect; % is set by controls: 0 for no effect and ±100 for the full control effect
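Preincubation: enzyme (10 nM) with compound, 15 min, RT. Reaction: substrate added to 50 nM final. Reads: 0 and 10 min. Analysis: normalized, Hill fit.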
Pol kappa inh – inhibitors of human DNA polymerase kappa; 400,000 compounds, 0.53% hits; Potency, µM (doses to about 107 µM), inactives show top-dose activity, negative = inhibition, hits mostly inhibitors; Q9UBT6; purified Pol kappa, fluorescent DNA synthesis assay, 10 min; note: potency is the fitted concentration of half-maximal effect; % is set by controls: 0 for no effect and ±100 for the full control effect
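Activity was followed as the change in fluorescence between reads at 0 and 10 min after starting the reaction with 50 nM substrate. Beforehand, 10 nM polymerase had been preincubated with compound for 15 min at room temperature.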
RGS4 inhibitor – blocks human RGS4-accelerated GTP hydrolysis | Transcreener GDP fluorescence polarization, RGS4-accelerated GTP hydrolysis | 390,000 compounds, 0.039% hits | Potency, µM (top dose mostly 114 µM), for the others: at the highest dose activity change, negative = inhibition, most hits filed as inhibitors | P49798; note: potency is the fitted concentration of half-maximal effect; % is set by controls: 0 for no effect and ±100 for the full control effect; nearly all actives have a fitted effect of over 75% in size; some results filed as inactive show a strong effect at the top dose
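MLSMR compounds (23 nl, pin-transferred) preincubated 10 min at room temperature with a 500nM (2x) first reagent, then RGS4 at 900nM (2x) plus Transcreener GDP mix added; fluorescence polarization (620/688 nm) read before and after 90 min at 30 °C.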
ERG Ets-DNA blk – ERG Ets/DNA interaction inhibition; fluorescence polarization, His-ERG Ets domain / labelled DNA; Potency, µM (doses to about 76.9 µM), for inactives: top-dose FP activity, negative = inhibition, usual class: inhibitors; 370,000 compounds, 0.028% hits; active = well fitted inhibition curve with a large enough effect in the polarisation, with a control signal flat; inconclusive = small, poorly fitted or top-dose-only effect, or effect the other way, or a change in a side signal; inactive = no such curve, though single readings can be large or run the other way; the % refers to the polarisation;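 note: polarization taken with two DNA probes labelled with fluorescein and Texas red; potency is the fitted concentration of half-maximal effect; % of control where 0% means no effect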
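His-tagged ERG Ets domain (1 uM in the protein solution; 300mM KCl, 50mM Tris-HCl, 1mM EDTA, 1mM DTT, pH 7.5) received compound, then a probe mix of 5 nM fluorescein-DNA and 100nM Texas-615-DNA. Fluorescence polarization was read for both dyes.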
12-LOX inh – ALOX12 (human) lipoxygenase inhibition. AID 1671190. 580,000 compounds, 1.1% hits. Potency, µM (highest dose often 108 µM), for the others: at the top dose activity change, negative = inhibition, most hits filed as inhibitors. purified 12hLO, xylenol orange hydroperoxide absorbance; note: potency is the fitted concentration of half-maximal effect; % is set by controls: 0 for no effect and ±100 for the full control effect
Target sequence (P18054 whole entry, looked up): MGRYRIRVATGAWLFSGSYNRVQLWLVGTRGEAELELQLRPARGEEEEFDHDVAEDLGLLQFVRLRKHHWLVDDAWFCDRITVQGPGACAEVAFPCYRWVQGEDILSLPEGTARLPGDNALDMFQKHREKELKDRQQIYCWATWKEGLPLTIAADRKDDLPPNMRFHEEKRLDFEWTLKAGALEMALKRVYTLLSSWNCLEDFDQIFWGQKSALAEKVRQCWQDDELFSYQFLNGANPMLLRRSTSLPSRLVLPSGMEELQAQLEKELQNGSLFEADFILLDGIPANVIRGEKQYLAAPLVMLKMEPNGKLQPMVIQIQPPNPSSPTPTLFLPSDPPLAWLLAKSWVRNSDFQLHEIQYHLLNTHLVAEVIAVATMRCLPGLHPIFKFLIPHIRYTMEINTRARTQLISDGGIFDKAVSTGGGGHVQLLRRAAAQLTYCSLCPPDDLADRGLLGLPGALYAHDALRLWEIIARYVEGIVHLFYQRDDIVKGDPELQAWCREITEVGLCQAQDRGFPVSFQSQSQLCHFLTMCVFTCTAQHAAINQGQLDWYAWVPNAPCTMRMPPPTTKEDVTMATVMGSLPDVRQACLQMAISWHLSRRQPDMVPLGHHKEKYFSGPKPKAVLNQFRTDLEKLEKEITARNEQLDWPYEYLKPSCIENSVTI
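Purified human 12hLO (150 nM final) in 25 mM Hepes, 0.01% Triton X-100, pH 7.0 was preincubated 15 min at room temperature with compound. Then 40 uM arachidonic acid was added, 30 min. Hydroperoxide was read by Fe-XO absorbance ratio 573/405 nm.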
* = called active by the depositor; ? = inconclusive; · = not tested or not shown; & = joins results of further samples; [ ] = another dose, or the depositor's remark. Unless noted, calls come from the whole dose curve; as a rule, active = well fitted curve in the direction sought with a large enough effect; inconclusive = small, poorly fitted or top-dose-only effect, or another doubt; inactive = no such curve, though single readings can be large; an effect the other way counts as inactive or inconclusive. Not all compounds are listed. The share of hits here may be higher or lower than overall.

SMILES | Apoferritin bind | POLH inh | APEX1 inh | LDHA inh | Pol beta inh | Pol kappa inh | RGS4 inhibitor | ERG Ets-DNA blk | 12-LOX inh
CC1CCCC(C)N1c1nnc(NC(=O)Cn2c(=O)oc3ccccc32)s1 (centres undefined) | -4% | -15% | 4% | -6 | 7% | -10% | 9% | -4% | -10%
NS(=O)(=O)c1ccc(CCNc2ncnc3sccc23)cc1 | -7% | -1% | 13% | -9 | 23% | -17% | 2% | 1% | 2%
CC(C)C(=O)Nc1ccc(C(=O)CN2C(=O)NC3(CCOc4ccccc43)C2=O)cc1 (centres undefined) | · | -25% | -16% | -13 | · | -13% | 14% | -2% | 4%
CC1(C)CC[C@]2(C(=O)O)[C@H](O)C[C@]3(C)C(=CCC4[C@@]5(C)C[C@H](O)[C@H](O)[C@@](C)(CO)C5CC[C@]43C)[C@@H]2C1 (some centres undefined) | · | -5% | 25% | -6 | · | -4% | 9% | 18% | 32%[activator]
Cc1ccc(NC(=O)C2CCCN2C(=O)NC2CCCCC2)cc1F (centres undefined) | 3% | -7% | 45%[activator] | -2 | -1% | 0% | -9% | 1% | 20%
COC(=O)C1=C(C)N=C2SCCC(=O)N2C1c1ccc(OCc2ccccc2)c(OC)c1 (centres undefined) | -9% | -21% | · | -1 | ? | -9% | -7% | 4% | -25%
O=C(c1ccc(Cl)cc1)N1CCN(c2ccc(F)cc2)CC1 | 4% | -4% | 0% | 1 | 24% | 2% | -32% | · | ?
CC(C)[C@H](NS(=O)(=O)c1ccccc1)C(=O)Nc1nccs1 | · | -16% | -15% | -4 | · | -16% | 15% | 23% | 10%
Cc1c(NC(=O)COc2cccc(Br)c2)c(=O)n(-c2ccccc2)n1C | 6% | 4% | -3% | -8 | 9% | -12% | 19% | 0% | 3%
CCCc1cc(=O)[nH]c(SCC(=O)N(Cc2ccccc2)C(C)C)n1 | 2% | -4% | -1% | -2 | 7% | -22% | 1% | -8% | 16%
OCCNc1c2ccccc2nc2c(F)c(F)c(F)c(F)c12 | 80%[activator] | -9% | 11% | 2 | 34% | -6% | -20% | 1% | 1%
COc1ccc(S(=O)(=O)NCCOc2ccc(Cl)cc2)cc1 | · | -10% | 4% | 1 | · | -5% | 15% | -5% | 3%
C/C=C/c1ccc(OCC(=O)O)c(OC)c1 | -4% | 35µM* | 0% | -9 | ? | -21% | 8% | 7% | -3%
COc1ccc(CNC(=O)CCNS(=O)(=O)c2ccc3c(c2)oc(=O)n3C)cc1 | 1%&0% | 1%&-17% | 77%[activator] | -2&-2 | -28%&5% | -19%&-7% | 14%&-5% | -4%&-2% | -20%
Cc1ccc(NC(=O)Cn2nnc(-c3nc(-c4ccc(Cl)cc4)no3)c2N)cc1C | -12% | 8% | · | -11 | 9% | 7% | 7% | 7% | ?
O=C(CN1C(=O)NC2(CCCCCCC2)C1=O)NCc1ccc2c(c1)OCO2 | ? | -10% | -1% | 1 | 3% | -7% | -13% | 9% | 73%[activator][57.4 µM]
O=[N+]([O-])c1ccc(Oc2cccc3cccnc23)c([N+](=O)[O-])c1 | ? | -7% | 4% | 8 | -17% | -13% | -48% | 0% | ?
CCSc1ccc(-c2nn(-c3ccccc3)cc2/C=C(/C#N)C(=O)NC)cc1 | -1% | -12% | -3% | -3 | -1% | 4% | -2% | -1% | 13%
O=C1Cn2c(nc3ccccc32)N1c1cccc(C(F)(F)F)c1 | -17% | -12% | 0% | 0 | 10% | 3% | -25% | -9% | 3%
O=C(Cc1cccs1)NCCc1csc(-c2ccccc2)n1 | 3% | ? | -6% | -1 | -5% | -24% | 6% | 7% | 0%
CCN1C(=O)/C(=C/c2nc3ccccc3c(=O)[nH]2)c2ccccc21 | -3% | -9% | 1% | 7 | 1% | -5% | -35% | 13% | -3%
Cc1ccc(N2CCN(C(=O)Nc3cn(CC(C)C)c(=O)c4ccccc34)CC2)c(C)c1 | -3% | -8% | · | 3 | 17% | -6% | -27% | 1% | -21%
COc1cc(/C=C/C(=O)O)ccc1OS(=O)(=O)c1c(C)c(C)cc(C)c1C | · | -3% | 8% | -9 | · | -5% | 20% | -3% | -19%
Cc1ccc(CN(C(=O)c2ccc(Cl)c([N+](=O)[O-])c2)C2CCS(=O)(=O)C2)o1 (centres undefined) | -10% | -16% | 30% | -2 | 1% | -3% | -84%[56.9 µM] | 0% | 4%
CCOC(=O)C1CCCN(C(=O)c2cc3cc(F)ccc3[nH]2)C1 (centres undefined) | -7% | -12% | -7% | -2 | 43% | -23% | -12% | -6% | 363%[activator]
Cc1ccc(C(=O)COC(=O)c2cc(Cl)nc3ccccc23)cc1C | -16% | -9% | -5% | -4 | -1% | -19% | -3% | -9% | 0%
COc1cc(N)c(C(=O)c2nccc3cc(OC)c(OC)cc23)cc1OC | -10% | 11% | 1% | -8 | 44% | 3% | 8% | 19% | ?
CC1(c2ccc(OC(F)F)cc2)NC(=O)N(CC(=O)Nc2cccc(F)c2)C1=O (centres undefined) | 3% | -6% | 22% | 3 | 24% | -10% | 8% | -5% | -18%
COc1ccccc1/C=C\C=N\n1c(-c2ccc(Cl)cc2Cl)n[nH]c1=S | ? | -21% | -1% | -4 | 0% | -11% | -42% | 0% | ?
CCN(CC)C(=O)C(=O)Nc1cc(C(F)(F)F)ccc1Cl | -3% | -2% | 8% | -6 | 1% | -22% | 10% | 2% | 0%
O=C(c1ccc(-c2ccccc2Cl)o1)N1CCCCCCC1 | · | -27% | · | 6 | · | -2% | -9% | -1% | 5%
COc1cc(OC)cc(-c2nnc(SCc3cccnc3)o2)c1 | -20% | 9% | -6% | -9 | -9% | -1%[60.1 µM] | -13% | · | -2%[57.4 µM]
COc1ccc(NC(=O)C(=O)NNC(=O)COc2ccc(Cl)cc2)c(OC)c1 | -22% | 8% | 48% | -7 | ? | -14% | 34% | -15% | 30%
Cc1cc(-c2ccc(N=Nc3ccc4c(S(=O)(=O)O)cc(S(=O)(=O)O)c(N)c4c3O)c(C)c2)ccc1N=Nc1ccc2c(S(=O)(=O)O)cc(S(=O)(=O)O)c(N)c2c1O | · | · | 2.5µM* | · | · | 1.3µM* | -149%[56.9 µM] | · | 159%[activator]
COc1ccc(CNc2nc3nc(C)c(Cl)c(C)n3n2)cc1 | -12% | -11% | ? | 3 | -2% | 5% | 1% | -2% | 440%[activator]
O=C(CN1CCCCCC1)Nc1c(Cl)cc(Cl)cc1Cl | ? | -7% | -4% | -10 | 0% | -9% | 19% | -11% | -2%
COc1cccc(Oc2ccc(C(F)(F)F)cc2N)c1 | ? | -20% | 2% | 3 | -3% | ? | -2% | 11% | 1%
C=C(C)c1cccc(C(C)(C)NC(=O)Nc2ccccc2OCC)c1 | -7% | -8% | 2% | -5 | 1% | -12% | -8% | -4% | 4%
Cc1cccc(NC(=O)CN2C(=O)NC3(CCCCCCC3)C2=O)c1C | · | -4% | 4% | 3 | · | -18% | -5% | -22% | 12%
Cc1cc(C)cc(SCc2noc(C(=O)NCCC(C)C)c2C(=O)NCCC(C)C)c1 | · | -7% | · | 4 | · | 2% | -4% | -2% | 1%

Ordered by value in 12-LOX inh (largest number first): 3 from the list above.
smiles	POLH inh	APEX1 inh	Pol kappa inh	RGS4 inhibitor	ERG Ets-DNA blk	12-LOX inh
Cc1cccc(NC(=O)CN2C(=O)NC3(CCCCCCC3)C2=O)c1C	-4%	4%	-18%	-5%	-22%	12%
Cc1ccc(C(=O)COC(=O)c2cc(Cl)nc3ccccc23)cc1C	-9%	-5%	-19%	-3%	-9%	0%
COc1cc(/C=C/C(=O)O)ccc1OS(=O)(=O)c1c(C)c(C)cc(C)c1C	-3%	8%	-5%	20%	-3%	-19%

Other results follow:
SMILES | Apoferritin bind | POLH inh | APEX1 inh | LDHA inh | Pol beta inh | Pol kappa inh | RGS4 inhibitor | ERG Ets-DNA blk | 12-LOX inh
COc1ccc(C(=O)Cn2c(NCCCO)nc3ccccc32)cc1OC | -11% | -12% | 22% | -3 | 21% | 8% | -10% | 1% | ?
CCOC(=O)c1c(O)c2ccccc2n(CC)c1=O | -5% | -1% | 1% | -3 | 3% | -13% | 28% | 6% | -5%
CCc1ccc(-n2c(=O)c3cccnc3n2CC(=O)NCc2ccccc2)cc1 | 73%[activator] | -14% | · | -5 | -1% | -21% | 3% | -8% | 0%
Cn1c(CNC(=O)c2ccccc2F)cc2ccccc21 | -9% | -3% | 6% | 2 | ? | -7% | 26% | 7% | -19%
CC(=O)OCCOCn1cnn2c(=O)c(Br)c(C)nc12 | -1% | -5% | 5% | 0 | 2% | 5% | -18% | 3% | 7%
CCOCCCNc1ncnc2onc(C)c12 | -9% | -1% | · | 1 | 2% | 3% | -3% | -4% | -11%
Cc1onc(-c2ccccc2)c1C(=O)NCCc1ccncc1 | -2% | -8% | 38% | -19 | 1% | -5% | 30% | 9% | -1%
Cc1ccc(NC(=O)COC(=O)c2cccnc2)cc1 | -8% | -4% | -1% | -1 | 1% | -18% | 16% | 3% | 8%
COc1ccccc1CNC(=O)CSc1nc2c(oc3ccccc32)c(=O)n1CC1CCCO1 (centres undefined) | · | ? | 17% | -4 | · | 1% | -8% | -7% | -16%
Cc1cc(C)nc(NCC(O)COc2ccccc2C)n1 (centres undefined) | -10% | -1% | -3% | -8 | 3% | -6% | -4% | -9% | -10%
COc1ccc(CNC(=O)CCS(=O)(=O)Cc2ccc(C)cc2)c(OC)c1 | -10% | -2% | 4% | -8 | -9% | -3% | -30% | -1% | 5%
